# CHRM4 PAM – CHRM4 positive allosteric modulation. 0.4% of 360,000 active. P08173. activation, % at 3 µM. AID 624126. CHO-K1 hM4/Gqi5, Fluo-8 calcium fluorescence, ACh EC20; 0% = ACh EC20, 100% = maximal ACh;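 active = activation above its plate's cutoff, the mean activation of sample wells plus 3 SD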; note: some results filed as inactive read as strong as hits
# CRFBP-R2 agonist – agonists of human CRF-binding protein/CRF-R2 receptor complex | HEK293 CRF-R2/CRF-BP, calcium dye fluorescence (FLIPR); percent of saturating CRF peptide response | activation, % at 13.2 µM | 0.46% of 350,000 active;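 active = activation of at least 50%, plus an integration ratio under a set limit after plate pattern correction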;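 note: plate controls were neutral control wells without compound for no effect and CRF at EC100 for full effect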
# TAAR1 antag – antagonists of human TAAR1; Q96RJ0; inhibition, % at 3 µM; AID 624466; 1.5% of 360,000 active; CHO RD-HGA16 TAAR1, Fluo-8 calcium fluorescence, antagonist;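 active = inhibition above a per-plate cutoff, the mean inhibition of test compounds on that plate plus 3 SD, cut at about 49% in these data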;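 note: 0% = DMSO plus EC80 beta-PEA response and 100% = DMSO alone without agonist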
# Target sequence (Q96RJ0 whole entry, looked up): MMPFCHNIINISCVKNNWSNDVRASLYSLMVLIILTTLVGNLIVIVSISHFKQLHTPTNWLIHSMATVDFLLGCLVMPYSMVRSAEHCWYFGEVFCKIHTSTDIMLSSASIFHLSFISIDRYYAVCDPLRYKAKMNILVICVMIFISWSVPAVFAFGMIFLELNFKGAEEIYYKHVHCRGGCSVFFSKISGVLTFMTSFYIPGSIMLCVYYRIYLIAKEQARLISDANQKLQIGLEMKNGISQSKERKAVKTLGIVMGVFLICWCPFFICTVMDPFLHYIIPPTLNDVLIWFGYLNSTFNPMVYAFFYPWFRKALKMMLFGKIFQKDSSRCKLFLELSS
#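 Material: RD-HGA16 CHO cells with stable hTAAR1 and Gα16; Dosing: single nominal final test compound concentration of 3 µM; Schedule: seeding 17-24 h prior, 75-min 37 °C, 30-min RT dye loading; Detection: kinetic Fluo-8 calcium fluorescence measurement; Measure: % inhibition from peak post-agonist over basal fluorescence ratio; Benchmarks: vehicle and agonist controls.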
# TAAR1 ag – agonists of human TAAR1; Q96RJ0; CHO RD-HGA16 TAAR1, Fluo-8 calcium fluorescence; vehicle wells 0%, saturating PEA agonist 100%; 0.99% of 360,000 active; activation, % at 3 µM;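 active = activation above the mean activation of all test compounds in the run plus 3 SD, cut at about 38% in these data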
#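 System: CHO-derived RD-HGA16 cells with stable Gα16 and human TAAR1 / Times: 17-24 h plating, Fluo-8 75 min 37 °C, 30 min RT / Technique: calcium-sensitive Fluo-8 signal, excitation 470-495, emission 515-575 nm / Measure: % activation relative to PEA EC100 response / Benchmarks: DMSO and PEA EC100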
# CHRM5 agonist – agonists of human muscarinic M5 receptor (CHRM5) | CHO-K1 hM5 cells, Fluo-8 calcium fluorescence; 0% DMSO wells, 100% maximal acetylcholine response | activation, % at 3 µM | 0.19% of 360,000 active;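 active = activation above the run's mean over test compounds plus 3 SD, cut at about 23% in these data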;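 note: signal is peak over basal fluorescence ratio across the kinetic read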
# Target sequence (P08912 whole entry, looked up): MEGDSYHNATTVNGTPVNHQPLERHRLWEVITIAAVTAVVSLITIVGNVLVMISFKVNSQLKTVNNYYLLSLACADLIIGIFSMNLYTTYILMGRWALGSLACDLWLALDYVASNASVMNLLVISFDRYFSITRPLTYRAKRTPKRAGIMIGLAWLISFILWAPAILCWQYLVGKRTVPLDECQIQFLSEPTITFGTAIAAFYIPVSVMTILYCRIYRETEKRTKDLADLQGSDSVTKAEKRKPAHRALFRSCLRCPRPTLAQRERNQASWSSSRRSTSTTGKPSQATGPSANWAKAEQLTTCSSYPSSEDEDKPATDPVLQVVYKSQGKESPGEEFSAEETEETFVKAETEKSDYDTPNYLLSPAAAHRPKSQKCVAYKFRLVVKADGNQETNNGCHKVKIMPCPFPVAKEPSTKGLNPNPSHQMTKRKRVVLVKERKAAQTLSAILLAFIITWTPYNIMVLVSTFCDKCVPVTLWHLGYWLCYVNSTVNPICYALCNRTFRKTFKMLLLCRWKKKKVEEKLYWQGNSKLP
# M5 PAM – CHRM5 positive allosteric modulation; P08912; CHO-K1 hM5, Fluo-8 calcium, ACh EC20 PAM; 0% = ACh EC20, 100% = ACh EC100; activation, % at 3 µM; 0.3% of 360,000 active;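 active = activation above the run cutoff, the mean activation of all test compounds plus 3 SD, cut at about 18% in these data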
#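 system = human M5 receptor in CHO-K1 cells | compound = one concentration, 3 µM final (nominal) | schedule = Post-acetylcholine fluorescence recording 140 s | signal = Fluo-8 calcium dye fluorescence, kinetic read | benchmarks = low control EC20 acetylcholine (0%), high control EC100 acetylcholine (100%) | repeats = singlicate, one well per test compound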
# M1 PAM parental – nonselective activator or artifact in parental CHO-K1 calcium assay; AID 602247; 0.02% of 360,000 active; activation, % at 3 µM; ATP EC20, Fluo-8 calcium fluorescence; 0% at ATP EC20, 100% at ATP max;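 active = activation above the run cutoff, the mean activation of all test compounds plus 3 SD, cut at about 40% in these data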;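 note: peak over basal fluorescence ratio in a 140 s read after ATP addition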
# CHRM5 antagonist – antagonists of human muscarinic M5 receptor (CHRM5) | P08912 | CHO-hM5 cells, Fluo-8 calcium fluorescence, ACh EC80 | inhibition, % at 3 µM | 0.59% of 360,000 active;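 active = inhibition above a per-plate cutoff, the mean of that plate's test compounds plus 3 SD, cut at about 27% in these data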;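 note: 0% = acetylcholine EC80 with DMSO and 100% = DMSO without agonist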
# CRFBP-R2 block – blocks CRF-induced signaling of the CRF-BP/CRF-R2 complex; HEK293 CRF-R2/CRF-BP, CRF-induced calcium fluorescence; inhibition, % at 11.8 µM; 0.59% of 350,000 active; AID 588475;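 active = inhibition of the ligand-induced calcium signal above about 50% at the single tested concentration, limit read from the data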
# * = called active by the depositor; . = no result given.
SMILES,CHRM4 PAM,CRFBP-R2 agonist,TAAR1 antag,TAAR1 ag,CHRM5 agonist,M5 PAM,M1 PAM parental,CHRM5 antagonist,CRFBP-R2 block
Cc1ccc(Cn2c(CN3CCOCC3)nc3c2c(=O)[nH]c(=O)n3C)cc1,3,-3.2,9,6,-2,-3,-10,-2,-2
CCOC(=O)c1ccc(NC(=O)Cn2nnc(-c3ccc(F)cc3)n2)cc1,8,-0.7,-1,5,5,9,10,11,9
COc1ccc(N2C(S)=C(C#N)C(=O)NC2c2ccco2)cc1 (centres undefined),5,1.0,-3,0,0,6,6,-3,-12
Nc1nc(Sc2ncccc2[N+](=O)[O-])n[nH]1,-2,2.1,5,0,1,5,-13,4,-10
CC(C)=CC(=O)Nc1ccccc1C(N)=O,-11,-2.4,-10,-1,2,3,12,-2,10
Cc1ccc(C(=O)C[n+]2cc(Br)cc(Br)c2)cc1,0,0.6,-16,9,-5,2,10,4,1
NS(=O)(=O)c1ccc(CCNC(=O)/C=C/c2ccc(S(=O)(=O)N3CCOCC3)cc2)cc1,-6,-0.1,10,-3,3,-5,11,-1,2
c1ccc2c(c1)CN1C(=N2)COc2ccccc2C1c1nc2ccccc2[nH]1 (centres undefined),4,.,-4,0,-3,-7,29,4,.
COc1cc(/C=N/Nc2cccc(C)c2)cc(Br)c1O,-1,-0.9,-24,-1,3,4,11,10,12
Cc1cc([N+](=O)[O-])nn1CC(=O)c1ccccc1,-10,0.6,5,0,-1,4,9,1,-4
CCOc1ccc(NC(=O)C2CCCN(S(=O)(=O)c3ccc(-n4cnnn4)cc3)C2)cc1 (centres undefined),3,-0.6,-10,0,-3,2,6,-2,-1
CCOC(=O)C1CCN(C(=O)Cn2cnc3sc(C)c(S(=O)(=O)N4CCOCC4)c3c2=O)CC1,-1,-0.5,-5,3,-5,-2,4,14,1
CCc1nnc(NC(=O)CSc2nnc(CNc3ccc(OC)cc3)n2CC)s1,5,6.7,1,4,1,9,24,-14,3
C=CCn1c(O)c(N=NC(=O)c2cccnc2)c2cc(Br)ccc21,-8,0.4,-29,-3,3,12,21,-2,-12
CC(=O)Nc1cccc(Oc2cc(C#N)c(C#N)cc2N2CCOCC2)c1,1,-1.8,-7,3,0,12,-7,-10,1
O=S(=O)(c1ccccc1F)N1CCc2ccccc2C1,-8,0.1,-14,3,-10,1,7,2,16
O=C(CSc1nccc(=O)[nH]1)NCc1ccc(Cl)cc1,10,1.5,-5,7,3,-1,21,15,21
O=C(N/N=C/c1cc(Br)cs1)C(O)c1ccccc1 (centres undefined),3,-0.9,-6,8,7,4,-2,-22,-15
CC(C)OCCCNc1nc(-c2ccccc2)nc2ccccc12,-8,-0.3,32,2,-2,8,22,4,-7
COc1ccc2[nH]c(=O)c(CNc3ccc(C)cc3C)cc2c1,-11,11,-33,2,0,2,6,0,-5
CCOC(=O)C(NC(C)=O)(OCc1ccc(F)cc1)C(F)(F)F (centres undefined),3,-0.5,0,2,1,-2,-4,-3,-8
COc1ccc(N(CC(=O)NC2CC2)S(=O)(=O)c2ccccc2)cc1,-5,0.8,-3,5,-2,-1,10,17,0
CCOC1=NN(c2ncc(C(F)(F)F)cc2Cl)C(=O)C1,7,1.6,4,9,-3,-3,10,15,-17
CCOC(=O)c1nnn(-c2nonc2OC)c1-c1ccccc1,-9,-3.7,22,7,-3,-13,-7,16,-9
COc1cc(CC(=O)N2CCN(S(=O)(=O)c3ccc(C(C)C)cc3)CC2)cc(OC)c1OC,-4,-2.0,-29,0,1,-7,-12,14,-1
O=C(COc1ccc(F)cc1Cl)N(Cc1nnc(-c2ccccc2Cl)o1)C1CC1,-5,-2.1,-22,0,-2,6,4,0,-10
Cc1ccc(OCC(=O)N2CCCCC2C)c([N+](=O)[O-])n1 (centres undefined),12,-0.3,-7,3,0,8,7,1,0
CNC(=O)C1(C)Cc2c(-c3ccc(NC(C)=O)cc3)ccnc2O1 (centres undefined),5,.,16,0,0,-3,8,-4,.
CCN(C(=O)CN1CCN(C)CC1)c1cccc2ccccc12,-3,-0.9,-1,4,-11,-7,8,-6,9
COc1cc([N+](=O)[O-])ccc1Nc1nc(C)cc(C)n1,-10,-6.1,-21,0,0,-15,-15,10,0
CC(=O)c1cccc(N(CC(=O)NC2CCCC2)C(=O)c2ccc(C)s2)c1,3,-0.1,1,1,-3,0,23,4,-12
CCOC(=O)c1cc(NCc2cccs2)ccc1N1CCOCC1,6,-2.8,20,-1,1,11,20,-1,-2
Clc1ccc(-c2nnc(-c3ccccc3)o2)c(Cl)c1,8,0.0,-7,5,-1,1,12,3,-13
COc1cc2ccccc2cc1C(=O)Nc1ccc(Br)cn1,0,6.3,-9,4,0,7,10,-5,-6
Cc1ccc(CNC(=O)CSc2nc3ccsc3c(=O)n2Cc2ccc(C(=O)O)cc2)cc1,-2,2.8,6,0,-2,9,19,-1,12
O=S(=O)(NN1CCOCC1)c1ccc(Br)s1,-2,-0.6,-12,1,-2,-2,-11,8,3
CC(=O)c1ccc(S(=O)(=O)N2CCN(C(C)C(=O)N(C)Cc3ccccc3)CC2)cc1 (centres undefined),5,-0.7,-25,3,-6,-15,-4,10,9
CCOc1cccc(CNCc2ccncc2)c1,-1,0.8,-7,3,0,8,10,1,16
O=C(O)Cn1nnc(-c2cccs2)n1,7,-0.3,14,11,-2,0,21,-1,-4
O=C(NCc1ccccc1)C(c1ccccc1)N(C(=O)c1csnn1)c1ccc(F)cc1 (centres undefined),-14,0.5,-4,2,-3,0,12,11,-9

# Structures shown so far with an NH in an aromatic ring (5):
SMILES,CHRM4 PAM,CRFBP-R2 agonist,TAAR1 antag,TAAR1 ag,CHRM5 agonist,M5 PAM,M1 PAM parental,CHRM5 antagonist,CRFBP-R2 block
Cc1ccc(Cn2c(CN3CCOCC3)nc3c2c(=O)[nH]c(=O)n3C)cc1,3,-3.2,9,6,-2,-3,-10,-2,-2
Nc1nc(Sc2ncccc2[N+](=O)[O-])n[nH]1,-2,2.1,5,0,1,5,-13,4,-10
c1ccc2c(c1)CN1C(=N2)COc2ccccc2C1c1nc2ccccc2[nH]1 (centres undefined),4,.,-4,0,-3,-7,29,4,.
O=C(CSc1nccc(=O)[nH]1)NCc1ccc(Cl)cc1,10,1.5,-5,7,3,-1,21,15,21
COc1ccc2[nH]c(=O)c(CNc3ccc(C)cc3C)cc2c1,-11,11,-33,2,0,2,6,0,-5

# (continued)
SMILES,CHRM4 PAM,CRFBP-R2 agonist,TAAR1 antag,TAAR1 ag,CHRM5 agonist,M5 PAM,M1 PAM parental,CHRM5 antagonist,CRFBP-R2 block
CC(C)OC(=O)N(C)C[C@H]1OCc2cn(nn2)CCCC(=O)N([C@H](C)CO)C[C@@H]1C,4,-1.1,18,0,-1,3,10,-4,4
Cc1c(C(=O)N2CCCC2)oc2c1-c1nn(CC(=O)NCCCOC(C)C)cc1CC2,0,-0.5,-7,2,-3,-5,7,6,13
Cc1nc(SCCOc2ccccc2F)[nH]c(=O)c1Cc1ccccc1,-1,-0.4,-4,0,0,4,22,-2,-4
CCN(Cc1cnn(C)c1)C(=O)c1ccc2nc(Cc3ccccc3F)oc2c1,6,0.5,-15,-1,1,-2,-2,2,10
CN(C)C(=O)CSc1nnc(Cc2ccccc2)n1CC1CCCO1 (centres undefined),3,0.7,21,2,1,1,18,4,3
O=C(CSc1nnc(COc2cccc3cccnc23)o1)c1ccc(F)cc1,-10,-0.8,31,16,6,-8,2,4,-8
Oc1cccc(Nc2nc(NCC3CCCO3)c3ccccc3n2)c1 (centres undefined),-6,-3.6,.,.,-7,-11,1,1,26
CC(=O)CCc1ccc(OCC(O)CNC2CCCc3ccccc32)cc1 (centres undefined),-4,0.1,9,19,-1,-2,18,-3,-5
COc1cc(Cl)c(NC2=CC(=O)C(=O)c3ccccc32)c(OC)c1,-1,-0.6,0,1,6,-2,0,5,11
Cc1ccc2oc(=O)c(/C=C(\O)c3sc(C)nc3C)nc2c1,8,123*,8,1,0,5,1,-1,-106
O=C(Nc1ccccc1C(=O)Nc1ccc2c(c1)OCO2)c1ccco1,-6,2.7,41,7,0,-3,10,0,16
Cc1cc2nc(-c3cccc(NC(=O)c4ccc(Br)o4)c3C)oc2cc1C,-8,5.8,20,-3,1,-6,9,4,-6
O=C(NCCc1ccccc1)c1cc(=O)c2ccccc2o1,-2,0.1,9,14,0,-5,16,2,-7
O=C(NCC(c1ccco1)N1CCc2ccccc2C1)c1ccccc1 (centres undefined),6,-0.9,-17,3,-6,-1,10,1,3
CCOC(=O)N1CCN(C(=O)CS(=O)(=O)Cc2nc(-c3ccccc3C)oc2C)CC1,-5,2.9,-5,3,3,-7,8,-5,-2
C=CCNC(=O)/C(C#N)=C/c1c(C)nn(-c2ccc(Cl)cc2)c1Cl,1,-0.6,-15,2,-1,-4,25,9,-26
O=C(NNC(=O)C1CCCO1)c1ccc(Br)cc1 (centres undefined),0,-0.7,-10,-2,1,1,20,0,-35

# An excerpt from above in order of heavy-atom count, largest number first.
SMILES,CHRM4 PAM,CRFBP-R2 agonist,TAAR1 antag,TAAR1 ag,CHRM5 agonist,M5 PAM,M1 PAM parental,CHRM5 antagonist,CRFBP-R2 block
CC(C)OC(=O)N(C)C[C@H]1OCc2cn(nn2)CCCC(=O)N([C@H](C)CO)C[C@@H]1C,4,-1.1,18,0,-1,3,10,-4,4
O=C(CSc1nnc(COc2cccc3cccnc23)o1)c1ccc(F)cc1,-10,-0.8,31,16,6,-8,2,4,-8
O=C(NCCc1ccccc1)c1cc(=O)c2ccccc2o1,-2,0.1,9,14,0,-5,16,2,-7

# Source: PubChem (several laboratories)
